zfTRPN1 agonist: zebrafish TRPN1 (NompC) channel agonism; AID 1424; activation, % at 3 µM; 0.18% of 220,000 active; HEK293 zebrafish TRPN1-YFP, Fluo-8 calcium fluorescence; 100% = response to 87 µM carbachol;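 active = activation above its plate's cutoff, the mean activation of test wells on that plate plus 3 SD, cut at about 19% in these data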;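 note: 0% = DMSO alone and 100% = 87 µM carbachol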
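Material – zebrafish TRPN1-YFP in HEK293 cells · Doses – 3 µM single point · Schedule – dye 1 h 37 °C plus 30 min RT · Signal – Fluo-8 calcium fluorescence, excitation 470-495 nm, emission 515-575 nm · Read-out – % activation versus carbachol response · Control set – carbachol high, DMSO low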
Thrombin inh: blocks human thrombin protease activity; inhibition, % at 5 µM; alpha-thrombin, Boc-VPR-AMC fluorogenic substrate cleavage; AID 1046; 0.26% of 220,000 active;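 active = inhibition at or above 40%; inactive = inhibition below 40%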;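 note: 0% = enzyme with no compound and 100% = wells without enzyme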
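System: human alpha-thrombin protein; Compound dosing: one concentration per compound, 5 µM, with 0.2% DMSO; Timing: reaction at room temperature; Technique: AMC fluorescence, 355/460 nm; Controls: enzyme without compound as high, wells lacking enzyme as low.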
PPC-1+TRAIL kill: compounds killing PPC-1 cancer cells with TRAIL present (potentiator screen, no TRAIL-free arm); cell killing (% activity), % at 4 µM; 0.41% of 220,000 active; PPC-1 cells + TRAIL, ATPLite viability luminescence;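 active = cell killing above 50% in the first pass at 4 µM, then a duplicate retest at 5 µM averaging 50% or more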;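 note: plate controls were cells with TRAIL plus DMSO for no effect and medium-only wells lacking cells for full effect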
EBV gp42 block: inhibitors of Epstein-Barr virus glycoprotein 42; Q1HVG2; Fluorescence polarization binding assay, mP read-out; inhibition, % (tested at 21.74 µM); 0.42% of 220,000 active; in the data active = inhibition above about 50%
Target sequence (Q1HVG2 whole entry, looked up): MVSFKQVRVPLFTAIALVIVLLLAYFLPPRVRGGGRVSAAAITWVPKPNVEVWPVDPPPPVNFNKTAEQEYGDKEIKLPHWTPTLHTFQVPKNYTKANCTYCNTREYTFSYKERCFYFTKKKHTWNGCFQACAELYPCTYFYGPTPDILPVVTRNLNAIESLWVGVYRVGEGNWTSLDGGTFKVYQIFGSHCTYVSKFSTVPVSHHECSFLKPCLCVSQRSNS
KCC2 mod: KCC2 (human) Cl- transport modulation. Q9H2X9. KCC2 cells, thallium flux FluoZin-2 fluorescence. B-score of Tl+ flux slope (higher = more flux/activation; lower = inhibition) at 10 µM. 2.2% of 190,000 active. AID 1456;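 active = thallium flux slope and its plate-corrected score both differing from the plate sample mean at a set confidence after two filtering rounds, in either direction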;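 note: slope of fluorescence scaled to starting intensity during 10 to 20 s after thallium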
Calpain2 inh: blocks pig calpain II enzyme activity; purified calpain II, fluorogenic peptide substrate, 30 min; inhibition, % at 16 µM; 0.37% of 220,000 active; AID 1236;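 active = inhibition above about 50%, limit read from the data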
Furin inh: blocks human furin protease activity; P09958; purified furin, fluorogenic substrate cleavage; inhibition, % at 30 µM; 0.061% of 220,000 active; AID 463115; in the data active = inhibition above about 25%; note: inactives centre near -15
TRPML3 ag: agonists of human TRPML3 channel. HEK293 TRPML3-YFP, Fluo-8 calcium fluorescence; 100% = the carbachol control signal. AID 1448. 0.29% of 220,000 active. Q8TDD5. activation, % at 3 µM;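 active = activation above its plate's cutoff, the mean activation of the plate's test wells plus 3 SD, cut at about 12% in these data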;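 note: 0% = DMSO only wells and 100% = carbachol wells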
Target sequence (Q8TDD5 whole entry, looked up): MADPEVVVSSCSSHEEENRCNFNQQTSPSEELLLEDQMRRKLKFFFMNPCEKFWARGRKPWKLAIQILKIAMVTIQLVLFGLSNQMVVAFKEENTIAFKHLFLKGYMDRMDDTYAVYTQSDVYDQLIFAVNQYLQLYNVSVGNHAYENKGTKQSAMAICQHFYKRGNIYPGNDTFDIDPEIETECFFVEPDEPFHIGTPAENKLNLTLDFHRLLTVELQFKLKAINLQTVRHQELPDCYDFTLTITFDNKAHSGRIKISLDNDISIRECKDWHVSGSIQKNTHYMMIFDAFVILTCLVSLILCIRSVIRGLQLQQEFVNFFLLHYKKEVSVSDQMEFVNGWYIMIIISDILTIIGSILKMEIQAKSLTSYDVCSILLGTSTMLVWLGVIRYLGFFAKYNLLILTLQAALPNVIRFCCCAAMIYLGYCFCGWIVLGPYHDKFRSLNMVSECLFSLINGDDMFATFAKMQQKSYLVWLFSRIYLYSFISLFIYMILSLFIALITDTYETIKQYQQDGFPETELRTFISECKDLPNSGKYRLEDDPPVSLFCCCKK
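Material: HEK293 cells stably carrying human TRPML3-YFP; compound dosing: single dose, 3 µM final nominal compound, 0.3% DMSO final; incubation: 1-h 37 °C dye load, 5-s basal, 120-s post-compound reads; technique: Fluo-8 intracellular calcium fluorescence, excitation 470-495 nm, emission 515-575 nm; read-out basis: percent activation from peak-to-basal fluorescence ratio, scaled between DMSO and carbachol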
Tb hexokinase: T. brucei hexokinase 1 inhibition. AID 1430. recombinant TbHK1, G6PDH-coupled NADH A340. 0.11% of 220,000 active. inhibition, % at 10 µM;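 active = inhibition of 50% or more in the single-dose primary screen; inactive = inhibition below 50%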
Numbers without * were called inactive; nt = no result given; [ ] = remark or other dose. Rows are unselected; 3.6% or so of the library scored in one or more.

SMILES,TRPML3 ag,Tb hexokinase,PPC-1+TRAIL kill,Furin inh,zfTRPN1 agonist,EBV gp42 block,Thrombin inh,Calpain2 inh,KCC2 mod
CCN(CC)Cc1c(C(=O)OC)nnn1-c1nonc1N,0.6,-7,26,-12[20 µM],1.6,6,-3,2,nt
CC(C)Cn1c(=O)c2ccccc2c2ccccc2c1=O,-0.6,8,21,-7[20 µM],-1.4,-1,-7,-12,1.3
COc1ccccc1NC(=O)c1ccc(NC(=O)COC(=O)C2(C)CC2(Cl)Cl)cc1 (stereo not drawn),1.1,8,25,-11,4.6,5,-11,38,-2.1
COc1cccc(-c2nn(C)c3sc(C(=O)NCc4ccc(C)o4)cc23)c1,-0.1,-14,13,-12,-2.3,-10,2,-193,-0.94
CC(C)[C@H](NC(=O)c1ccco1)C(=O)OCC(=O)Nc1cccc(F)c1,0.8,1,2,-25,-0.4,2,-10,6,-0.49
C/C(=N/NC(=O)c1ccccc1O)c1ccc(N2C(=O)C3CCCCC3C2=O)cc1 (stereo not drawn),0.5,-21,7,-8,0.9,-9,-2,22,0.2
CCOC(=O)c1ccc(NC(=O)CNC(=O)C23CC4CC(CC(C4)C2)C3)cc1,-0.6,3,13,-9[20 µM],-0.4,-23,-2,26,0.69
CCCNc1cc(C)oc(=O)c1C(=O)CCC,0.1,-9,-1,-14[20 µM],-0.2,-19,1,1,0.086
CN(C)c1ccc(P(=O)(OC2CCCCC2)C(O)c2ccncc2)cc1 (stereo not drawn),0.8,-5,-10,-10,1.0,-10,14,8,0.88
COc1ccc(NC(=O)COC(=O)[C@@H]2CCCN2C(=O)c2cccs2)c(OC)c1,0.1,-1,24,-16[20 µM],-0.9,4,-2,-6,0.095
Cc1ccc(-c2n[nH]c(=O)c3ccccc23)cc1S(=O)(=O)NCCN1CCOCC1,-0.8,5,4,-20,0.3,-11,6,-12,0.32
COc1ccc2nc(/N=C(\N)NC(=O)Nc3ccccc3)nc(C)c2c1,0.9,10,-10,-19,-0.5,-4,-1,-67,-0.43
CCOC(=O)C1=C(C)OC2(O)c3ccccc3C(=O)C12O (stereo not drawn),0.4,7,-4,-11,-1.1,-8,-7,7,-1.9
COc1ccc(N2C(=O)C3CCCN3C2=O)cc1 (stereo not drawn),0.5,1,-2,-12[20 µM],1.9,1,1,7,-0.034
COc1cc2c(cc1NC(=O)COC(=O)c1ccc(C(C)(C)C)cc1)oc1ccccc12,0.3,-7,14,-27,0.0,13,-7,-101,1.1
O=S(=O)(/N=C(/Nc1ccccc1)C(F)(F)F)c1ccccc1,1.1,-2,9,-10,-0.9,-9,-8,-1,-1.1
Cc1cc(-c2ccc(Cl)cc2Cl)c(C#N)c(=O)[nH]1,0.1,-28,6,-10,-1.1,2,-11,-9,-1.6
O=C(Nc1cc(S(=O)(=O)N2CCCC2)ccc1OCC(F)(F)F)c1ccccc1F,0.3,2,29,-33,0.4,-13,1,-16,2
O=C1Nc2ccc(F)cc2C12Nc1ccccc1-c1nnc(SCc3ccccc3)nc1O2 (stereo not drawn),0.5,-5,13,-18[20 µM],1.7,-17,5,-34,nt
CCN(CCCNC(=O)C1CCC(=O)N1C1CCCC1)c1cccc(C)c1 (stereo not drawn),-0.2,-2,10,-20,2.0,-7,1,-10,nt

Just Thrombin inh and Calpain2 inh (two entries from above):
molecule | Thrombin inh | Calpain2 inh
CCCNc1cc(C)oc(=O)c1C(=O)CCC | 1 | 1
CN(C)c1ccc(P(=O)(OC2CCCCC2)C(O)c2ccncc2)cc1 (stereo not drawn) | 14 | 8

Additional compounds
SMILES,TRPML3 ag,Tb hexokinase,PPC-1+TRAIL kill,Furin inh,zfTRPN1 agonist,EBV gp42 block,Thrombin inh,Calpain2 inh,KCC2 mod
CC1=CC(=O)C(C(C)=Nc2ccccc2Cl)C(=O)O1 (stereo not drawn),1.0,-29,2,-11,2.8,-11,1,14,0.31
O=C(CC(c1ccccc1O)N1CCCCC1)N1CCCCC1 (stereo not drawn),0.9,9,4,-21,2.1,-25,3,-3,-0.2
CCCCCC(=O)c1c(C)[nH]c(C(=O)OCC)c1C,-1.4,-1,1,-26,-0.9,-10,-1,5,-0.03
COC(=O)c1ccccc1NC(=S)N1CCC(N2CCCCC2)CC1,0.6,3,18,-24,-0.1,-13,1,2,-0.00023
CCOc1ccc(CSC(=N)N)cc1[N+](=O)[O-],0.6,-10,35,-8[20 µM],1.7,0,6,26,0.095
C/C(=N\NC(=O)c1ccccc1)c1ccc(N2CCCCC2)cc1,0.0,-7,13,-22,-0.5,0,-5,-42,-0.89
CC(C)C[C@H](NC(=O)c1nc[nH]c1C(=O)NC1CCN(C(=O)OC(C)(C)C)CC1)C(=O)OCc1ccccc1,-0.4,1,14,-3,-2.4,4,-6,47,-0.29
Cc1ccccc1NC(=O)CN1C(=O)COc2ccc(Cl)cc21,-0.2,-8,8,-24,-0.2,-4,-2,5,0.84
Clc1ccc2oc(-c3cccnc3NCc3ccccc3)nc2c1,1.0,2,11,-25[20 µM],0.4,-7,-1,-120,nt
O=C(CN1CCOc2ccccc21)N1CCC(Cc2ccccc2)CC1,-0.5,-7,nt,-3,2.7,nt,nt,nt,-3.6
Cn1c(=O)c2c(nc(NCCc3ccccc3)n2Cc2ccccc2)n(C)c1=O,-0.2,-3,22,-6[20 µM],-1.1,-2,1,33,0.025
O=C(Nc1ccncc1)c1cncc(Br)c1,0.5,3,20,-12[20 µM],1.1,-4,0,-7,nt
CCCCNC(=O)NS(=O)(=O)c1ccc(C(=O)OC(C)C)o1,-0.2,7,16,-27,-1.0,-24,0,13,0.65
CC(=O)NCC(=O)OCC(=O)Nc1ccc(C(C)=O)cc1,0.1,2,3,-5,1.1,-18,-10,-21,0.99
Cc1ccc(Oc2c(C)nc(-c3ccccc3)[nH]c2=O)cc1,0.7,7,0,-5,0.9,-14,-2,27,0.97
COc1ccc(C(=O)C(/C=N/O)=N/Nc2ccc(F)cc2)cc1,3.4,-12,16,-9,5.8,0,0,-4,-1.6
c1ccc(Cn2nnc3c(N4CCc5ccccc5C4)ncnc32)cc1,-0.3,8,0,-9,0.5,-19,6,-12,nt
O=[N+]([O-])c1ccccc1S(=O)(=O)NC1CCCC1,-0.6,-1,11,-21,0.2,-2,-6,18,-0.54
Cc1ccccc1NC(=O)c1ccc(Nc2c([N+](=O)[O-])cc([N+](=O)[O-])c3ccccc23)cc1,0.6,-11,29,-15,1.1,-7,4,-75,-0.46
COc1cc(-c2c(C#N)c(=O)[nH]c3c2c(C)nn3-c2ccccc2)ccc1O,0.6,-17,15,-17,-0.3,-9,2,-70,-5*

SMILES,TRPML3 ag,Tb hexokinase,PPC-1+TRAIL kill,Furin inh,zfTRPN1 agonist,EBV gp42 block,Thrombin inh,Calpain2 inh,KCC2 mod
CCCSc1nc(C)cc(C)c1S(C)(=O)=O,0.0,-1,1,-22,-1.2,0,-3,2,-0.097
O=C(CNC(=O)c1ccccc1)OC1CCCCC1,0.8,4,14,-16,0.5,-14,-6,30,-0.018
Cc1cccc(-c2cc(C(=O)Nc3ccc4c(c3)OCCO4)c3ccccc3n2)c1,-0.1,-9,15,-27[20 µM],1.0,-16,0,-27,0.011
COCc1cc(C)nc(N/N=C/c2ccc(Cl)c(Cl)c2)c1C#N,0.2,20,8,0,0.2,-5,0,44,0.33
CCCC(=O)Nc1ccc(N2CCN(C(=O)c3ccccc3C)CC2)cc1,0.5,3,5,-10[20 µM],-1.1,-18,-3,-10,-0.38
CC(C)OC(=O)CSc1nnc(CNc2ccc(Cl)cc2)n1Cc1ccccc1,3.5,3,25,-9[20 µM],4.0,-10,3,10,nt
Cc1ccc(-c2nc3c(cnn3-c3ccccc3)c(=O)o2)cc1,0.5,-16,18,-26[20 µM],-0.6,-3,0,-32,-4.5
Cc1noc(C(=O)Nc2c(C)nn(Cc3ccccc3)c2C)c1Cl,-0.3,-4,15,-17,0.1,-1,-2,-50,nt
N#C/C(=C\c1ccc2c(c1)OCCO2)C(=O)NC1CCCCC1,1.1,-5,1,-21,1.2,-9,0,5,-0.77
O=C(Nc1ccccc1N1CCCC1)c1cccnc1Cl,-0.2,-5,22,-17[20 µM],0.9,-1,5,3,-1.2
COc1ccc(S(=O)(=O)NN(C)c2ncc(C(F)(F)F)cc2Cl)cc1,-0.8,-1,0,-32,-2.1,-16,-6,-15,-0.3
Cc1cc(-c2[nH]nc3c2C(c2cccc(O)c2)C(C#N)=C(N)O3)c(C)s1 (stereo not drawn),0.7,6,-13,-16[20 µM],0.1,-7,-2,-5,-0.048
COc1ccc(Cl)cc1NC(=O)c1cccc(NC(=O)CCC(=O)O)c1,0.4,5,33,-16,-0.8,12,-8,-9,-0.22
COc1ccc(CC(=O)Nc2ccccc2C(=O)N2CCOCC2)cc1OC,1.0,-6,11,-11,0.7,-16,1,-13,0.69
COc1ccc(CC(=O)NC(C)(C)C)cc1S(=O)(=O)N1CCOCC1,1.2,-2,8,-16[20 µM],1.0,-8,1,-15,-1.5
CCOC(=O)c1cccc(Nc2ncnc3ccc(C)cc23)c1,-0.1,-18,23,0[20 µM],0.8,-28,3,18,-1.5
CCC(CC)C(=O)NCc1ccc2c(c1)cc(C)n2C,0.6,0,0,-13,1.4,-19,-7,0,nt
CCOC(=O)Cc1nnc(NC(=O)CSc2nncn2C)s1,0.8,-9,-1,-25,-0.2,4,0,10,nt
O=C(Oc1cccnc1)c1ccccc1[N+](=O)[O-],0.7,-3,13,-15,-1.5,9,4,14,-0.32
O=C(NC1CCCCC1)c1ccc(S(=O)(=O)NCc2ccco2)cc1,-0.6,-1,-8,-8,-0.6,-10,2,-3,0.52

SMILES,TRPML3 ag,Tb hexokinase,PPC-1+TRAIL kill,Furin inh,zfTRPN1 agonist,EBV gp42 block,Thrombin inh,Calpain2 inh,KCC2 mod
COc1ccc(S(=O)(=O)N2CCCN(CC(=O)Nc3cc(NC(C)=O)ccc3OC)CC2)cc1,0.4,7,-6,-8,0.5,-12,-3,-6,0.024
O=C1c2cnccc2CN1Cc1ccccc1,0.7,2,26,-34[20 µM],-0.1,-24,-17,-10,-1.2
CCC(=O)Nc1ccc(S(=O)(=O)Nc2ncccn2)cc1,-0.1,4,-27,1[20 µM],0.7,-14,3,-21,0.21
O=c1c2cc(NC(=S)NCc3ccccn3)ccc2nc2n1CCCCC2,-0.4,-3,15,-14,0.1,-7,-3,14,-0.34
O=C(CSc1nnc(-c2ccccc2)n1-c1ccccc1)N1c2ccccc2Sc2ccccc21,0.8,-9,17,-27,1.2,-5,-5,10,nt
CCCCC(=O)Nc1ccc2c(c1)nc1n2CCSC1,0.9,-7,24,-17,1.6,2,3,-15,nt
CC(=O)N(c1ccc(C(C)C)cc1)C1C=CS(=O)(=O)C1 (stereo not drawn),0.4,2,31,-20[20 µM],-0.2,-17,-5,5,0.55

3 compounds already listed, arranged by the number in Thrombin inh, rising:
SMILES,TRPML3 ag,Tb hexokinase,Furin inh,EBV gp42 block,Thrombin inh,Calpain2 inh,KCC2 mod
O=C1c2cnccc2CN1Cc1ccccc1,0.7,2,-34[20 µM],-24,-17,-10,-1.2
O=c1c2cc(NC(=S)NCc3ccccn3)ccc2nc2n1CCCCC2,-0.4,-3,-14,-7,-3,14,-0.34
CCCCC(=O)Nc1ccc2c(c1)nc1n2CCSC1,0.9,-7,-17,2,3,-15,nt

Source: PubChem BioAssay (several laboratories)
